Rtt109 Vps75: blocks Candida albicans Rtt109/Vps75 acetyltransferase activity | inhibition, % at 34.9 µM | purified Rtt109/Vps75, ThioGlo CoA-SH fluorescence, 4 h | 0.16% of 330,000 active;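 active = inhibition of at least 50% in every replicate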
LANA DNA inh: inhibitors of KSHV LANA C-terminal domain DNA binding. MBP-C-LANA/FAM-LBS DNA binding, fluorescence polarization. inhibition, % at 9 µM. 0.078% of 340,000 active. AID 504423;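 active = highest replicate inhibition at or above 60% at 9 µM, even if other replicates fall short; inactive = all replicates below 60% inhibition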;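 also: 0% = neutral control wells and 100% = 4 µM acridine orange control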
CAL PDZ FP-1: inhibitors of human CAL PDZ peptide binding. purified CAL PDZ, TMR-peptide fluorescence polarization, 1 h. inhibition, % at 20 µM. 0.02% of 330,000 active. AID 504414;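 active = highest replicate inhibition of at least 40%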;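 also: plate controls were DMSO neutral control wells for no effect and unlabeled competitor peptide control wells for full effect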
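System: purified tagged CAL PDZ domain construct (CerCALP). Schedule: 1 h incubation at room temperature before polarization reading. Medium: 25 mM sodium phosphate pH 7.4, 150 mM NaCl, TCEP, IgG, Thesit. Read-out: percent inhibition from loss of millipolarization. Measured by: FP readout, S and P plane fluorescence. Probe or stimulus: fluorescent TMR peptide probe.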
Keap1-Nrf2 PPI: inhibitors of human Keap1-Nrf2 protein-protein interaction. Keap1 Kelch-Nrf2 peptide fluorescence polarization, 1536-well. 0.15% of 340,000 active. Q14145. inhibition, % at 9.4 µM. AID 504523; in the data active = inhibition above about 12%;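 also: human Keap1 Kelch domain with fluorescein labeled Nrf2 9mer peptide probe; 0% = neutral control wells and 100% = peptide positive control; higher means more block of Keap1 binding to Nrf2 peptide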
Target sequence (Q14145 whole entry, looked up, the tested form may be a part): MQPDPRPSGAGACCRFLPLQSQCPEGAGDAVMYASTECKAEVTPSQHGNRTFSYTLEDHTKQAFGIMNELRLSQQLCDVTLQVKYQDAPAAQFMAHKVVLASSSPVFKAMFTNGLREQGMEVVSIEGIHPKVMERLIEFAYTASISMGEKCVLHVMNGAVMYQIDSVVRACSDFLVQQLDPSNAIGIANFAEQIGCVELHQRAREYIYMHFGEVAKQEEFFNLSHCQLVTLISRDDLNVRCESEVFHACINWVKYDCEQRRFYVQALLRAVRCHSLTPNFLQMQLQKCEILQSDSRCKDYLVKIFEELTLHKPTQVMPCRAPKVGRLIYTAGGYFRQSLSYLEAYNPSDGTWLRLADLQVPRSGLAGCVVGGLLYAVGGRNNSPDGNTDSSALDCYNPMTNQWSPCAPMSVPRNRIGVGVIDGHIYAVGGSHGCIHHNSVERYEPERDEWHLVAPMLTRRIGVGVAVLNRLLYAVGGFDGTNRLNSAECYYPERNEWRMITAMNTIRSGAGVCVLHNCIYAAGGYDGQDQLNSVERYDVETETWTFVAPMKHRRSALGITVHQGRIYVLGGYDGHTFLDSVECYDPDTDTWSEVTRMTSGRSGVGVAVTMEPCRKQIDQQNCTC
Cardiac RTF inh: cardiac RTF calcium desensitization; IANBD-labeled cardiac RTF, Ca2+ fluorescence; P19429+P45379; 0.12% of 340,000 active; inhibition, % at 7.15 µM;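 active = inhibition above the mean inhibition of all tested compounds plus 3 SD, cut at about 17% in these data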;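 also: assay run at fixed EC70 calcium of 1.6 mM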
DAGLB inh: diacylglycerol lipase beta (human) inhibition; 0.059% of 340,000 active; inhibition, % at 5.17 µM; Q8NCG7; HEK293T DAGLB membrane lysate, EnzChek fluorogenic substrate; in the data active = inhibition above about 34%;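 also: 0% = enzyme with vehicle and 100% = wells lacking enzyme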
CAL PDZ FP-2: blocks peptide binding to the human CAL PDZ domain; 0.92% of 300,000 active; inhibition, % at 24.9 µM; Q9HD26; purified CAL PDZ, TMR-peptide fluorescence polarization, 1 h; AID 602252;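 active = mean inhibition of at least 30% with at least half of replicates also reaching 30%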;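 also: 0% = DMSO neutral control and 100% = excess unlabeled competitor peptide PRC23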
RTF Ca sens act: increases calcium sensitivity of human cardiac regulated thin filaments | IANBD-labeled TnC RTF fluorescence at EC20 calcium; 0% EC20 calcium, 100% full calcium | activation, % at 7.2 µM | 0.24% of 340,000 active;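 active = activation above the mean over all tested compounds plus 3 SD, cut at about 30% in these data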;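 also: rise in fluorescence read as greater calcium sensitivity of cardiac thin filaments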
SR-BI DiI-HDL act: enhances SR-BI lipid uptake from DiI-HDL | CHO ldlA[mSR-BI] cells, DiI-HDL uptake fluorescence, 3 h; 100 = double the neutral-control signal | activation, % at 12.5 µM | 0.096% of 320,000 active;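 active = mean replicate activation of at least 60% and every replicate at or above 60%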;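 also: 0% = median plate neutral-control signal and 100% = twice that signal; values of inactives mirror those of a sister screen read the other way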
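Assay system: LDL receptor-deficient CHO ldlA cells overexpressing murine SR-BI / Medium: BSA-supplemented, HEPES-buffered Ham's F12, pH 7.4 / Probe or stimulus: DiI-labelled HDL at 10 µg/mL final / Timing: compound with DiI-HDL co-incubation, 3 h at 37 °C / Technique: bottom-read cell fluorescence after medium removal, ex 550/em 595 nm / Measure: HDL uptake via cellular fluorescence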
PKA-R2B activ: activators of human PKA-R2B complex. P22694+P31323. PKA-R2B holoenzyme dissociation, Cy5-IP20 fluorescence polarization; R2B truncated from residue 108, S112A mutant; 0% DMSO only, 100% 113 µM cGMP. activation, % at 11.4 µM. 0.079% of 340,000 active. AID 504700;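 active = activation above a cutoff set at the mean over all compounds plus 3 SD, cut at about 18% in these data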;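 also: higher means more holoenzyme dissociation and a rise in polarization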
Target sequence (P31323 whole entry, looked up, other chains not shown, the tested form may be a part): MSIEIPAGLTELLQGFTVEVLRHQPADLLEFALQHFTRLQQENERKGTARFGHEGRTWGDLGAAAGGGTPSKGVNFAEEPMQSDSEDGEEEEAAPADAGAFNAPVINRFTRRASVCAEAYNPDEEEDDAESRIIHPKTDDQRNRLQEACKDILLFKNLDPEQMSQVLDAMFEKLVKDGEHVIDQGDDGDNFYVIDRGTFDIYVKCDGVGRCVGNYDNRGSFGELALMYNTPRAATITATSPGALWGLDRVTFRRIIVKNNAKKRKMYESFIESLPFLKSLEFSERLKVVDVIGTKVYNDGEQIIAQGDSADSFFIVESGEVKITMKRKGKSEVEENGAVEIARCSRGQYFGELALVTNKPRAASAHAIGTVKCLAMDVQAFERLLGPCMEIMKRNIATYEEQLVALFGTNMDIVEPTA
* hit, by the source's call; nt = not tested or not shown. Rows were taken by chance; about 1.6% have a hit in one of these screens.

Order of values – Rtt109 Vps75	LANA DNA inh	CAL PDZ FP-1	Keap1-Nrf2 PPI	Cardiac RTF inh	DAGLB inh	CAL PDZ FP-2	RTF Ca sens act	SR-BI DiI-HDL act	PKA-R2B activ
CC1CCCC(C)N1/N=C/c1ccc(N(C)C)cc1 (stereo unspecified)
 : -3	2.3	35	-1	-16	0	-2	3	4	8
CCOc1ccc2nc(Nc3nc4ccc(NC(C)=O)cc4s3)sc2c1
 : -29	0.4	0.0	-6	9	8	-3	0	-32	-1
O=C(N/N=C\c1cccc(Br)c1)c1ccccc1-n1cccc1
 : -4	2.1	-0.4	-3	4	1	-6	0	-36	-7
CC1=C(C(=O)Nc2ccccc2C(F)(F)F)C(c2ccc(C)s2)NC(=S)N1 (stereo unspecified)
 : 13	0.4	0.3	-1	1	-1	-4	3	-8	-7
CC(=O)NC(=S)Nc1ccc([N+](=O)[O-])cc1C
 : 0	1.7	0.1	-1	8	1	nt	6	0	9
CC(C)[C@H](NC(=O)c1ccccc1F)C(=O)OCC(=O)NC1CC1
 : -8	3.5	-0.6	-5	-8	4	-3	-2	3	-6
Fc1ccccc1-c1cc2ncccc2cn1
 : 2	2.2	-3.5	-5	-3	-3	4	5	14	6
O=C1c2ccsc2SCCN1Cc1ccc(Cl)cc1Cl
 : 1	-0.3	-1.6	-3	-3	-8	1	1	11	-5
O=C(c1ccc2c(c1)[nH]c(=S)n1c3ccccc3nc21)N1CCN(c2ncccn2)CC1
 : -7	-0.3	-2.3	-5	10	3	2	-5	-14	-5
CCn1c(NCc2cc(Br)ccc2NS(=O)(=O)c2ccc(C)cc2)nc2ccccc21
 : 9	0.6	-3.6	-3	-3	-5	21	-1	-31	0
COc1ccccc1NS(=O)(=O)c1cc(NC(=O)C(C)C)ccc1N1CCCCC1
 : 8	-1.2	-1.5	-2	2	-4	-1	3	3	-10
COc1ccc2nc(SCC(=O)Nc3ccc4c(c3)CCC4)[nH]c2c1
 : nt	-1.6	-1.8	-2	2	-2	-3	3	-4	7
COc1ccccc1C(=O)NCC(=O)N/N=C/c1cccc(Cl)c1
 : -1	0.0	-3.1	2	6	3	-3	2	8	-6
CS(=O)(=O)Nc1ccc(C(=O)NCCc2ccccc2)cc1
 : -11	-1.7	-0.5	-7	-16	1	-4	1	-1	-11
CCCC(O)(c1ccc(CC)cc1)C(CN1CCOCC1)c1ccccc1 (stereo unspecified)
 : 4	-0.8	nt	3	-9	-9	0	-1	4	8
NNc1nc(-c2ccccc2)nc2sc3c(c12)CCCC3
 : 0	-0.1	-0.8	4	14	-4	-3	-2	-30	2
NC(=O)c1ccc(NC(=O)COC(=O)c2cc([N+](=O)[O-])ccc2N2CCOCC2)cc1
 : -7	-0.4	-2.0	-2	-5	0	-14	-2	-53	-8
CC(C)NC(=O)CN(Cc1ccc(F)cc1)C(=O)CCC(=O)Nc1nccs1
 : -5	-0.6	-0.7	-2	3	2	-5	1	9	-2
CCOc1ccc(NC(=O)CCN2CCN(c3ccccc3)CC2)cc1
 : 17	-0.5	-2.8	-1	0	2	-6	7	13	-6
CCCC(=O)N1CCN(c2ccc(NC(=O)c3ccc([N+](=O)[O-])o3)cc2)CC1
 : -10	-0.1	-1.0	-4	12	1	0	8	-19	2
CCCCN(CC)C(=O)Cn1cnc2ccc(S(=O)(=O)N3CCC(C)CC3)cc2c1=O
 : -4	0.4	-0.1	3	2	-4	-1	-6	2	-11
COc1ccc2oc(C(=O)OCC(=O)N3CCCCC3)c(C)c2c1
 : -1	0.0	-1.9	0	5	1	-3	-2	-4	9
CCCOc1ccc(N2C(=O)CC(NCCNc3ccc(S(=O)(=O)CC)cc3)C2=O)cc1 (stereo unspecified)
 : -7	-2.2	-0.3	-7	3	0	-3	5	-13	-5
O=C(O)c1ccccc1NC(=O)c1cc2ccccc2oc1=O
 : 0	4.8	-0.7	0	0	1	1	0	4	4
O=C(CCCCl)NC(=S)Nc1ccc(N2CCOCC2)cc1
 : 6	15	-0.2	33*	nt	nt	nt	nt	5	nt
Cc1nn(Cc2c(F)c(F)c(F)c(F)c2F)c(C)c1NC(=O)c1c([N+](=O)[O-])c(C)nn1C
 : 20	4.0	-2.1	4	-4	1	nt	3	-24	-4
O=C(CCc1ccccc1)NCc1cccnc1
 : -4	-1.0	-1.2	3	-11	-1	5	-6	14	0
CC(=O)Nc1cccc(NC(=O)CCn2c(=O)sc3ccccc32)c1
 : -6	1.2	-1.1	3	-17	-3	-4	0	13	-5
Oc1ccccc1-c1nnc(COc2ccc(Cl)cc2Cl)o1
 : -8	3.7	-0.2	-4	-8	-13	3	0	9	-10
Cc1cccc(Cn2c(C(C)(C)C)cc3cccnc32)c1
 : 0	-0.9	-0.2	2	0	1	0	-1	0	-1
Cc1ccc(NC(=O)N(CCC(=O)O)Cc2ccccc2)cc1
 : -1	-0.9	1.3	1	1	-2	-1	-5	-4	-10
CCOC(=O)c1cn(Cc2ccccc2)nn1
 : 10	-0.7	-0.5	1	-3	2	-4	2	18	-4
O=C(COC(=O)CNC(=O)c1ccc(Cl)c([N+](=O)[O-])c1)NNC(=O)c1cccs1
 : 8	0.6	-1.7	0	-10	5	-1	6	7	13
COc1ccc(-c2nnc3n(CCc4ccccc4)c(=O)c4ccccc4n23)cc1OC
 : 5	-2.8	-1.5	-1	11	2	-6	4	0	2
CC(C)(C)c1ccc(S(=O)(=O)NCC(=O)N2CCCC2)cc1
 : 1	-0.3	nt	1	-7	-2	5	-1	31	5
O=C(COC(=O)Cn1cnc2ccccc2c1=O)Nc1cc(Cl)ccc1[N+](=O)[O-]
 : -4	0.3	-0.3	0	2	1	-1	8	-10	-9
COc1ccc(OC)c(S(=O)(=O)n2cnc3cc(C)c(C)cc32)c1
 : 33	2.5	-2.2	5	-6	0	-7	3	nt	1
CCSc1nnc(C)c2ccccc12
 : 0	1.3	-0.7	-1	-5	1	0	0	16	0
CCCCCc1c(C)nc(N2CCc3ccccc3C2)[nH]c1=O
 : 5	-0.2	-1.6	-4	2	0	nt	-6	-15	-6
O=C(Oc1ccc(OC(=O)C2CCC2)cc1)C1CCC1
 : -9	1.7	0.3	-5	-8	0	-2	-4	1	-7
C=CCn1c(Cc2cccs2)nnc1SCC(=O)c1ccc(F)cc1
 : 7	-1.5	nt	1	-9	-1	-7	12	-2	-2
O=S(=O)([O-])CCC[N+]1(CC#Cc2ccccc2)CCCCC1
 : -6	-0.4	-8.8	-3	2	1	1	-1	14	-8
CC(C)N=C1NN=C(c2ccc(Cl)c(Cl)c2)CS1
 : -3	-2.0	0.2	-4	nt	nt	-1	nt	-18	nt
Cc1cc(/C=N/n2cnnc2)c(C)n1-c1ccc2ncccc2c1
 : -4	-0.1	-1.5	-2	6	-1	-5	1	-15	-17
C/C(=N/OC(=O)c1c(F)cccc1F)c1nccs1
 : -6	2.3	-0.5	3	-5	-1	-1	4	10	2
O=C1CN(c2nc3nonc3nc2N2CCCCC2)CCN1
 : -4	-1.8	-0.3	1	-3	0	6	0	24	0
CCCN(Cc1cc(=O)[nH]c2ccccc12)C(=O)CC
 : 2	0.7	0.2	-4	-7	-1	2	2	nt	-4
CCn1cc(CCCC(=O)NCc2ccc(OC)cc2)c2ccccc21
 : 2	0.4	-0.7	1	-8	-4	-2	-7	-7	5
CCCNC(=O)N1CCC(C(=O)c2ccc(Cl)cc2)CC1
 : -5	1.2	-1.5	2	9	1	-3	12	16	1
CC(=O)Nc1ccc(C(=O)Nc2nc(-c3cc(C)n(Cc4ccccc4)c3C)cs2)cc1
 : -1	-0.9	-1.2	-3	-13	5	-1	5	-55	-10
O=C(N/C(=C/c1cccs1)c1nc2ccccc2[nH]1)c1ccccc1
 : -7	-0.8	0.4	-3	-4	-2	1	0	18	-4
COc1cccc(C(=O)C2CCCN(Cc3ccc(OC)c(Cn4cncn4)c3)C2)c1 (stereo unspecified)
 : 30	1.7	-3.8	-6	-2	-2	0	-5	nt	-3
COCCCNC(=S)NNC(=O)c1ccc(C(C)(C)C)cc1
 : -3	2.0	-0.4	-2	3	0	-4	7	14	-4
CCCn1nc(C(=O)Nc2ccc3nc(N4CCOCC4)sc3c2)ccc1=O
 : 1	-2.6	0.0	-1	-9	2	-1	-2	28	-5
COc1ccc(S(=O)(=O)N(C)C)cc1NC(=O)COC(=O)CC1CCCC1
 : 5	-1.1	-6.8	-1	0	-1	-3	-4	-5	-9
O=C(OCCc1cc2ccccc2c(=O)o1)c1cccc(Br)c1
 : 5	1.5	0.0	-3	-5	-19	-7	-6	-5	-3
Cc1ccc(S(=O)(=O)N2CCCCC2)cc1NC(=O)CNC(C)c1ccc(Cl)c(Cl)c1 (stereo unspecified)
 : -6	0.0	-0.7	-3	0	-5	-3	3	-21	6
CCOC(=O)c1c(S(=O)(=O)N(C)Cc2ccccc2)c(C)n(C)c1C
 : 3	-0.2	-2.4	-5	0	-2	-3	10	-1	-11
Cc1ccc(C(=O)c2sc(Nc3ccccc3)c(C#N)c2N)cc1
 : nt	0.5	-2.6	0	8	-1	0	-5	-63	-3
COC(=O)c1c(-c2ccccc2)c[nH]c1C
 : -2	0.7	-1.7	1	-5	8	-9	6	15	4

The results go on.
Order of values – Rtt109 Vps75	LANA DNA inh	CAL PDZ FP-1	Keap1-Nrf2 PPI	Cardiac RTF inh	DAGLB inh	CAL PDZ FP-2	RTF Ca sens act	SR-BI DiI-HDL act	PKA-R2B activ
Cc1ccc(NCc2nc3ccccc3n2C)cc1C
 : -6	-1.0	-0.3	-2	-7	-4	3	-2	39	-1
CCOC(=O)Nc1ccc2c(COC(=O)C(NS(=O)(=O)c3ccc(Cl)cc3)C(C)O)cc(=O)oc2c1 (stereo unspecified)
 : -19	2.2	-6.0	-2	-1	1	nt	2	-47	8
CC12CCCC[C@@H]1CCC1C2CCC2(C)C1CC[C@@]2(O)CNCCO (stereo partly specified)
 : -10	-0.1	nt	-1	-2	1	-4	1	15	8
CCOc1ccc(C2CC(=O)NC(SC)=C2C#N)cc1 (stereo unspecified)
 : 0	-0.1	-0.9	-5	-4	0	nt	-3	nt	-2

No new results follow: an excerpt of the list.
Order of values – Rtt109 Vps75	LANA DNA inh	CAL PDZ FP-1	Keap1-Nrf2 PPI	Cardiac RTF inh	DAGLB inh	CAL PDZ FP-2	RTF Ca sens act	SR-BI DiI-HDL act	PKA-R2B activ
CC12CCCC[C@@H]1CCC1C2CCC2(C)C1CC[C@@]2(O)CNCCO (stereo partly specified)
 : -10	-0.1	nt	-1	-2	1	-4	1	15	8
CCOc1ccc(C2CC(=O)NC(SC)=C2C#N)cc1 (stereo unspecified)
 : 0	-0.1	-0.9	-5	-4	0	nt	-3	nt	-2
